Compound activity (PubChem BioAssay)
ROS inducer = raises reactive oxygen species in U2OS cancer cells; U2OS ROS induction, H2DCF-DA fluorescence; ROS induction (% of piperlongumine), % at 10 µM; 46,000 compounds, 2% hits; in the data active = ROS induction above about 79%, passing the limit was not always enough; inconclusive = no clear call, values can overlap the other calls;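 also: 0% = DMSO vehicle median and 100% = reference compound median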
Numbers without * were called inactive; u = inconclusive; & = joins results of further samples.

SMILES	ROS inducer
N#Cc1ccc2ccn(CC(=O)NCc3ccco3)c2c1	-6
C[C@@H]1CCCCO[C@H](CN(C)S(=O)(=O)c2cn(C)cn2)[C@@H](C)CN([C@H](C)CO)C(=O)c2cc(NC(=O)Nc3ccccc3)ccc2O1	-8
C[C@H](CO)N1C[C@H](C)[C@@H](CN(C)S(=O)(=O)c2ccccc2)Oc2ccc(NS(C)(=O)=O)cc2C1=O	-22
C[C@H](CO)N1C[C@H](C)[C@@H](CN(C)C(=O)Nc2ccccc2)Oc2c(NC(=O)c3cnccn3)cccc2C1=O	-11
N#Cc1c(-c2ccc(Cl)cc2)csc1S(=O)C1CCCCC1 (stereo unspecified)	8
C[C@@H]1CN([C@H](C)CO)C(=O)CCCn2cc(nn2)CO[C@@H]1CN(C)C(=O)c1ccc(N2CCN(C)CC2)cc1	-9
C[C@@H]1CN([C@H](C)CO)C(=O)c2cccc(NS(=O)(=O)c3ccc(F)cc3)c2O[C@@H]1CN(C)Cc1ccccc1	10
O=C(CC1Sc2ccccc2NC1=O)Nc1ccc2c(c1)OCCO2 (stereo unspecified)	6
C=CCSc1c2c(c(C#N)c3nc4ccccc4n13)CCC2	103*
C[C@@H]1CN([C@H](C)CO)C(=O)Cc2cc(NC(=O)Cn3cnnn3)ccc2O[C@@H]1CN(C)S(=O)(=O)c1ccccc1	-2
O=C(COc1ccc([N+](=O)[O-])cc1)Nc1ccc(-c2nc3ccccc3s2)c(Cl)c1	-1
CNC(=O)c1ccc2c(c1)NC(=O)c1ccccc1S2	-5
CC(C)(O)CCC(=O)C(C)(O)C1C(O)CC2(C)C3CC=C4C(CC(O)C(OC5OC(CO)C(O)C(O)C5O)C4(C)C)C3(C)C(=O)CC12C (stereo unspecified)	-6
COC(=O)c1ccccc1O[C@@H]1O[C@H](CO[C@@H]2OC[C@@H](O)[C@H](O)[C@H]2O)[C@@H](O)[C@H](O)[C@H]1O	-7
N#Cc1c(NC(=O)CNS(=O)(=O)c2cccc(Cl)c2)sc2c1CCCC2	13
S=C(c1cn(CCOc2ccccc2)c2ccccc12)N1CCCC1	45
C[C@H]1CN([C@@H](C)CO)C(=O)c2cccc(NC(=O)Nc3ccc(F)cc3)c2O[C@H]1CN(C)S(=O)(=O)c1ccccc1	11
COc1ccc(NC(=O)N(C)C[C@@H]2Oc3ccc(NC(=O)C4CCCCC4)cc3CC(=O)N([C@H](C)CO)C[C@@H]2C)cc1	6
C[C@H]1CN([C@@H](C)CO)C(=O)c2cccc(NC(=O)c3cnccn3)c2O[C@H]1CN(C)C(=O)Nc1ccc(C(F)(F)F)cc1	-9
Cc1cc2c(C(C)C)c(O)c(O)c(C=O)c2c(O)c1-c1c(C)cc2c(C(C)C)c(O)c(O)c(C=O)c2c1O	-16&-5
CCn1c2ccccc2c2nnc(SCC(=O)O)nc21	-17
CCC(Sc1nnnn1-c1ccccc1)C(=O)Nc1sc2c(c1C#N)CCCC2 (stereo unspecified)	95*
COc1cccc(S(=O)(=O)N2CCCC2C(=O)O)c1 (stereo unspecified)	44
CC(CN1CCN(Cc2ccccc2)CC1)N(C(=O)c1ccc(C(C)(C)C)cc1)c1ccccn1 (stereo unspecified)	5

Arranged by SMILES length (low to high): some entries from above.
SMILES	ROS inducer
CCn1c2ccccc2c2nnc(SCC(=O)O)nc21	-17
CNC(=O)c1ccc2c(c1)NC(=O)c1ccccc1S2	-5
C=CCSc1c2c(c(C#N)c3nc4ccccc4n13)CCC2	103*
S=C(c1cn(CCOc2ccccc2)c2ccccc12)N1CCCC1	45
CCC(Sc1nnnn1-c1ccccc1)C(=O)Nc1sc2c(c1C#N)CCCC2 (stereo unspecified)	95*
N#Cc1c(NC(=O)CNS(=O)(=O)c2cccc(Cl)c2)sc2c1CCCC2	13
CC(CN1CCN(Cc2ccccc2)CC1)N(C(=O)c1ccc(C(C)(C)C)cc1)c1ccccn1 (stereo unspecified)	5
C[C@@H]1CN([C@H](C)CO)C(=O)Cc2cc(NC(=O)Cn3cnnn3)ccc2O[C@@H]1CN(C)S(=O)(=O)c1ccccc1	-2
COc1ccc(NC(=O)N(C)C[C@@H]2Oc3ccc(NC(=O)C4CCCCC4)cc3CC(=O)N([C@H](C)CO)C[C@@H]2C)cc1	6
C[C@H]1CN([C@@H](C)CO)C(=O)c2cccc(NC(=O)Nc3ccc(F)cc3)c2O[C@H]1CN(C)S(=O)(=O)c1ccccc1	11
C[C@H]1CN([C@@H](C)CO)C(=O)c2cccc(NC(=O)c3cnccn3)c2O[C@H]1CN(C)C(=O)Nc1ccc(C(F)(F)F)cc1	-9
COC(=O)c1ccccc1O[C@@H]1O[C@H](CO[C@@H]2OC[C@@H](O)[C@H](O)[C@H]2O)[C@@H](O)[C@H](O)[C@H]1O	-7
CC(C)(O)CCC(=O)C(C)(O)C1C(O)CC2(C)C3CC=C4C(CC(O)C(OC5OC(CO)C(O)C(O)C5O)C4(C)C)C3(C)C(=O)CC12C (stereo unspecified)	-6

Remaining list, next part.
SMILES	ROS inducer
C[C@@H]1CN([C@H](C)CO)C(=O)CCCn2nncc2CO[C@H]1CN(C)Cc1ccc(Cl)c(Cl)c1	15
Cc1ccc(OC(=O)N(C)C[C@H]2OCc3cn(nn3)CCCC(=O)N([C@@H](C)CO)C[C@H]2C)cc1	-13
CC1(C)C2CCC1(C)C(NC(=O)c1cccc(C(F)(F)F)c1)C2 (stereo unspecified)	16
C[C@H](CO)N1C[C@H](C)[C@H](CN(C)S(=O)(=O)c2cccs2)Oc2ccc(NC(=O)Nc3cccc4ccccc34)cc2CC1=O	17
Cc1ccc(S(=O)(=O)Nc2ccc3c(c2)C(=O)N([C@@H](C)CO)C[C@@H](C)[C@H](CN(C)S(=O)(=O)c2ccc(Cl)cc2)O3)cc1	18
Cc1ccc(Oc2ncnc3sccc23)cc1	-15
Cc1cc([N+](=O)[O-])nn1CC(=O)N1CCOCC1	-3
CCCCc1[nH]nc2c1C1(CCCCC1)C(C#N)=C(N)O2	-13
CCc1cc2c(SCC(=O)Nc3cccc(OC)c3)ncnc2s1	-5
CC(=O)N/C(=C/c1ccccc1)C(=O)Nc1ccc(I)cc1	3
C[C@H]1CN([C@@H](C)CO)C(=O)Cc2cc(NC(=O)Nc3ccccc3)ccc2O[C@@H]1CN(C)Cc1ccc(Oc2ccccc2)cc1	21
C=CC[C@@]1(C(=O)NCCCOC)N=C(c2ccc(OCCCO)cc2)O[C@@H]1c1ccccc1	-1
C[C@H](CO)N1C[C@H](C)[C@@H](CN(C)S(=O)(=O)c2ccc(-c3ccccc3)cc2)OCc2cnnn2CCCC1=O	32
c1ccc(-c2ncc(CN3CCN(c4ccccn4)CC3)[nH]2)cc1	-5
C[C@H]1CN([C@@H](C)CO)C(=O)Cc2cc(NC(=O)C3CC3)ccc2O[C@@H]1CN(C)S(C)(=O)=O	-18
C[C@@H]1CN([C@@H](C)CO)C(=O)c2cc(NS(=O)(=O)c3ccc(Cl)cc3)ccc2O[C@H]1CN(C)Cc1ccc(Oc2ccccc2)cc1	14
C[C@@H]1CN([C@H](C)CO)C(=O)CCCn2nncc2CO[C@@H]1CN(C)C(=O)c1ccccc1	-12
COc1cc2c(cc1NC(=O)CSc1nnnn1C)oc1ccccc12	u
CC1(C)C2CC(=O)O[C@@]3(C)C4=CC(=O)O[C@@H](c5ccoc5)[C@]4(C)CCC3[C@@]2(C)C=C[C@H]1O (stereo partly specified)	6
CC(=O)OC/C=C(\C)CC/C=C(\C)C(C/C=C(\CC/C=C(\C)COC(C)=O)C(=O)O)OC(C)=O (stereo unspecified)	75
C[C@@H]1CN([C@H](C)CO)C(=O)c2cc(NS(=O)(=O)c3cccs3)ccc2O[C@@H]1CN(C)C(=O)Nc1ccc(C(F)(F)F)cc1	10
CCN(C(=O)CN1C(=O)N(c2ccc(C)c(Cl)c2)S(=O)(=O)c2ccccc21)c1ccccc1	25
Cn1c(SCC(=O)Nc2ccc(Oc3ccccc3)cc2)nnc1-c1ccccc1Cl	8
C[C@H](CO)N1C[C@H](C)[C@H](CN(C)Cc2ccc(C(=O)O)cc2)Oc2ccc(NC(=O)NC3CCCCC3)cc2C1=O	-5
Cc1cc(Cl)cc(Br)c1OCCCSc1ncccn1	5
CCS(=O)(=O)c1nc(S(=O)(=O)c2ccc(Cl)cc2)c(NCCN2CCOCC2)s1	-3
O=S(=O)(N[C@@H]1CCCN(Cc2cccc(OCCO)c2)C1)c1cccc(F)c1	4
C[C@@H]1CN([C@H](C)CO)C(=O)c2cc(NC(=O)Nc3cccc4ccccc34)ccc2O[C@H]1CN(C)Cc1ccc(-c2ccccc2)cc1	-8
COc1ccc(CN(C)C[C@H]2Oc3ccc(NC(=O)Nc4ccc(C(F)(F)F)cc4)cc3C(=O)N([C@@H](C)CO)C[C@H]2C)cc1	-6
O=C(NO)c1ccc(C(=O)N/N=C/c2ccc(Br)o2)cc1	-11
CCCCCN(CCCCC)C(=O)C(CCC(=O)O)NC(=O)c1ccc(Cl)c(Cl)c1 (stereo unspecified)	2
C[C@@H]1CN([C@H](C)CO)C(=O)c2cc(NS(=O)(=O)c3cccs3)ccc2O[C@@H]1CN(C)Cc1ccc(C(=O)O)cc1	-8
CCN(CC(=O)O)S(=O)(=O)c1ccc(OC)cc1	4
S=C(Nc1ccccc1)N1CCN(c2ccc3nnc(-c4ccccc4)n3n2)CC1	240*
CCn1c(SCC(=O)Nc2ccc(Br)cc2Cl)nnc1-c1ccccc1	-10
C[C@H]1CN([C@@H](C)CO)C(=O)c2cc(NC(=O)NC3CCCCC3)ccc2O[C@@H]1CN(C)Cc1ccc(-c2ccccc2)cc1	137*
C[C@@H]1CN([C@H](C)CO)C(=O)Cc2cc(NC(=O)C3CCCCC3)ccc2O[C@H]1CN(C)S(C)(=O)=O	21
Cc1coc(C)c1C(=O)CC1(O)C(=O)N(Cc2cccc3ccccc23)c2ccccc21 (stereo unspecified)	7
Cc1cc(C)c2cc(C(=O)N3CCN(c4ncccc4C(F)(F)F)CC3)[nH]c2c1	1
C[C@@H]1CN([C@@H](C)CO)C(=O)c2cc(NC(=O)Nc3ccc(F)cc3)ccc2O[C@@H]1CN(C)Cc1ccc2c(c1)OCO2	3
Cc1ccc(CSc2ncnc3sc4c(c23)CCC4)cc1	12
C=CCNC(=S)N1CCc2c([nH]c3ccccc23)C1C(F)(F)F (stereo unspecified)	-4
C[C@@H]1CCCCO[C@H](CN(C)Cc2ccc3c(c2)OCO3)[C@@H](C)CN([C@H](C)CO)C(=O)c2cc(NS(=O)(=O)c3ccccc3)ccc2O1	11
COc1ccccc1NC(=O)N(C)C[C@H]1OCc2cn(nn2)CCCC(=O)N([C@@H](C)CO)C[C@H]1C	-4
COC(=O)c1cc(C(=O)NCc2ccco2)cc([N+](=O)[O-])c1	-8
CCOC(=O)c1c(C)cc(O)cc1O	-5
COc1ccc(Cl)cc1NC(=O)CCN1C(=O)C2C3C=CC(C4CC34)C2C1=O (stereo unspecified)	1
C[C@H]1CN([C@@H](C)CO)C(=O)c2cc(NS(=O)(=O)c3ccccc3)ccc2O[C@H]1CN(C)C(=O)Nc1ccc(C(F)(F)F)cc1	33
CCC(=O)c1cn(CC(=O)O)c2ccccc12	-1
C[C@@H]1CN([C@H](C)CO)C(=O)c2cccc(NS(=O)(=O)c3cccs3)c2O[C@@H]1CN(C)C(=O)Nc1ccc(C(F)(F)F)cc1	-4
Cc1cc(C(=O)Nc2cccc3c2O[C@@H](CN(C)C(=O)Nc2ccc(F)cc2)[C@H](C)CN([C@@H](C)CO)C3=O)n(C)n1	-16
COC(=O)c1sc2ccccc2c1NC(=O)c1ccc(S(=O)(=O)N(C)c2ccccc2)cc1	8
CC(=O)c1ccc(NC(=O)CSc2nc(C)c(C)c(=O)[nH]2)cc1	59
CCCCC1CCC(C(=O)N(Cc2sccc2C)C2CCS(=O)(=O)C2)CC1 (stereo unspecified)	14
CC1(C)Cc2c(sc(NC(=O)C(c3ccccc3)c3ccccc3)c2C#N)CO1	23
C[C@@H]1CN([C@H](C)CO)C(=O)Cc2cc(NC(=O)c3ccncc3)ccc2O[C@@H]1CN(C)Cc1ccc(C(F)(F)F)cc1	40
CCC(Sc1nc2cc3c(cc2c(=O)n1Cc1ccco1)OCO3)C(=O)NCc1ccc(C)cc1 (stereo unspecified)	2
COc1cccc(OC)c1C(=O)N[C@@H]1C(=O)N2[C@@H]1SC(C)(C)[C@@H]2C(=O)O	-14
CNC[C@H]1Oc2c(N)cccc2C(=O)N([C@H](C)CO)C[C@H]1C	-2
C[C@@H]1CN([C@@H](C)CO)C(=O)c2cc(NS(C)(=O)=O)ccc2O[C@H]1CN(C)CC1CCCCC1	-1
Later entries.
SMILES	ROS inducer
C[C@H]1CN([C@@H](C)CO)C(=O)c2cccc(NC(=O)c3nc4ccccc4s3)c2O[C@H]1CN(C)Cc1ccc(C(=O)Nc2ccccc2N)cc1	172*
C[C@H](CO)N1C[C@H](C)[C@H](CN(C)Cc2ccncc2)Oc2ccc(NC(=O)CCN3CCOCC3)cc2C1=O	5
COc1ccc2c(c1)SC1=NC(=O)C(Cc3ccccc3)C(=O)N12 (stereo unspecified)	39
C[C@@H]1O[C@@H](O[C@@H]2[C@@H](O)[C@H](O[C@@H]3[C@@H](O)[C@@H](O)[C@H](O[C@H]4[C@H](OC(=O)[C@]56CCC(C)(C)C[C@H]5C5=CCC7[C@@]8(C)C[C@H](O)[C@H](O[C@@H]9O[C@H](C(=O)O)[C@@H](O)[C@H](O)[C@H]9O)[C@@](C)(CO)C8[C@H](O)C[C@@]7(C)[C@]5(C)C[C@H]6O)O[C@@H](CO)[C@@H]4O)O[C@H]3C)OC[C@H]2O)[C@H](O)[C@H](O)[C@H]1O (stereo partly specified)	-18
Clc1ccccc1-c1nnc(SCc2nc3ccccc3[nH]2)n1-c1ccccc1	0
Cc1cc2nc(Sc3c([N+](=O)[O-])nc(C)n3Cc3ccccc3)[nH]c2cc1C	17
COCCOC(=O)N1C(=O)[C@@]2(c3cc(C#CC4=CCCCC4)ccc31)[C@H](C(N)=O)[C@H]1C(=O)O[C@H](c3ccccc3)[C@H](c3ccccc3)N1[C@@H]2c1ccccc1OCCO	138*
CC(C)NC(=O)N(C)C[C@H]1Oc2ccc(NC(=O)CCN3CCOCC3)cc2C(=O)N([C@@H](C)CO)C[C@@H]1C	-22
Cc1c(Nc2ncnc3c2cnn3-c2ccccc2)c(=O)n(-c2ccccc2)n1C	-8

A portion of the library, so the mix of outcomes need not match the whole.
